Source: PubChem BioAssay (National Center for Advancing Translational Sciences (NCATS))
TRb SRC2 PPI: inhibitors of human thyroid hormone receptor beta-SRC2 interaction; TRbeta-SRC2 peptide binding, fluorescence polarization; receptor liganded with 1 µM T3; P10828; 280,000 tested, 0.065% active; AID 1469; Potency, µM (highest dose often 106 µM), inactives show at the top dose activity change, negative = inhibition, hits mostly inhibitors; active = well fitted inhibition curve with a large enough effect; inconclusive = small, poorly fitted or top-dose-only effect, or effect the other way;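 note: plate controls were bound peptide for no effect and peptide without receptor for full effect; nearly all actives have a fitted effect of over 50% in size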
Target sequence (P10828 whole entry, looked up): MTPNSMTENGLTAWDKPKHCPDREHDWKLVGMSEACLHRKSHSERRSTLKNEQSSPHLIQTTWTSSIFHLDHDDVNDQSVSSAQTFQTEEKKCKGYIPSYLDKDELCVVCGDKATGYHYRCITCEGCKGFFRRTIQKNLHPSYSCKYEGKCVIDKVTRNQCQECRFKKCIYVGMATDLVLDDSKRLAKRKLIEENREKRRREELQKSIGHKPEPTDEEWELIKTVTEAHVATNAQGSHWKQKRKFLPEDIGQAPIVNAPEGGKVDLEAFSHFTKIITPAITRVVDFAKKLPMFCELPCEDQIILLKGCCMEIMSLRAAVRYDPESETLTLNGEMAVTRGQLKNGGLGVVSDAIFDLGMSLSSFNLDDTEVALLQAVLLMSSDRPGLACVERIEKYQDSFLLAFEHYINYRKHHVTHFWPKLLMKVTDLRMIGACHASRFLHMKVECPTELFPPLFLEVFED
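Each compound concentration gave % activity, normalized to unbound and bound Texas Red SRC2 controls, from polarization read after 5 hr ambient incubation with T3-loaded human TRb LBD.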
TexasRed fluor: alters Texas Red total fluorescence, flagging assay interference; AID 1479; 280,000 tested, 0.29% active; TRb/SRC2 Texas Red total fluorescence interference; Potency, µM (highest dose often 106 µM), for the others: at the highest dose fluorescence change, negative = quenching; active = well fitted curve in either direction with a large enough effect; inconclusive = small, poorly fitted or top-dose-only effect
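Human TRb ligand-binding domain at 0.6 uM with 20 nM Texas Red SRC2 peptide in Tris buffer containing 1 uM T3 and 5% DMSO, incubated with compound 5 h at ambient temperature. Total fluorescence (555/632 nm) calculated as parallel + 2 × perpendicular.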
Lamin A splicing: modulators of lamin A splicing; HeLa LMNA splicing GFP/RFP minigene ratio, 48 h; Potency, µM (titrated, usually from 46.1 µM), without a hit: at the highest dose ratio change, negative = inhibition, hits mostly inhibitors; 200,000 tested, 0.01% active; AID 1487; active = well fitted inhibition curve with a large enough effect in the signal ratio, with a control signal flat, not every such curve was filed as active; inconclusive = small, poorly fitted or top-dose-only effect, or effect the other way, or a change in a side signal; the % refers to the signal ratio
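S3 HeLa cells stably expressing lamin A-EGFP splicing minigene plus DsRed2, 600 cells/well, 48 h compound exposure at 37C. Laser-scanning cytometry; analysed as GFP (500-530 nm)/RFP (575-640 nm) total intensity ratio; 0.5% DMSO vehicle.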
The depositor's hits bear a star; ? = inconclusive; [ ] = remark or other dose. Unless noted, % is set by controls: 0 for no effect and ±100 for the full control effect; potency is the fitted concentration of half-maximal effect. The list is partial, so the mix of outcomes need not match the whole.

| mol | TRb SRC2 PPI | TexasRed fluor | Lamin A splicing |
| --- | --- | --- | --- |
| COc1ccc2c(c1)CC(C(=O)NCCCN1CCN(c3cccc(Cl)c3)CC1)CO2 (stereo unspecified) | 7% | -22% | ? |
| Cc1ccc(CNC(=O)CSc2nc3ccccc3nc2Cc2ccc(C)cc2)cc1 | 4% | -1% | ? |
| COc1cccc2sc(N(Cc3cccnc3)C(=O)COc3ccccc3)nc12 | -2% | -1% | -16%[46 µM] |
| Cc1ccccc1C(=O)Nc1cccc(-c2cn3cccnc3n2)c1 | -8% | 0% | 20%[46 µM] |
| O=C(Cn1c(=O)ccc2cc(S(=O)(=O)N3CCCC3)ccc21)Nc1ccc(Cl)cc1 | 2% | -2% | ? |
| CCOC(=O)c1c(C)oc2nc(C)nc(NCCc3ccc(SC)cc3)c12 | -6% | -2% | 13%[46 µM] |
| Cc1cccc(C(=O)N2CCc3cc(CNS(=O)(=O)c4ccc(Cl)s4)ccc32)c1 | 4% | -1% | ? |
| O=C(CCC1N=C2c3ccccc3N=C(SCc3cccc(Cl)c3)N2C1=O)NCc1cccs1 (stereo unspecified) | 4% | -5% | -7%[46 µM] |
| O=C(COc1ccc(Cl)cc1)OCc1cc(=O)n2nc(C3CC3)sc2n1 | -1% | -3% | -5%[46 µM] |
| CC(C)C1N=C2c3ccccc3N=C(SCC(=O)NCc3ccc(F)cc3)N2C1=O (stereo unspecified) | -8% | -1% | 7%[46 µM] |
| CCN(CC)S(=O)(=O)c1ccc2nc(NC(=O)c3ccc(Br)o3)sc2c1 | 4% | -3% | ? |
| O=C(CCS(=O)(=O)c1cc2c(cc1Cl)NC(=O)CO2)NCc1ccc(Cl)cc1 | 0% | -27% | 11%[46 µM] |

(next part)
| mol | TRb SRC2 PPI | TexasRed fluor | Lamin A splicing |
| --- | --- | --- | --- |
| O=C(Cc1csc2nc(-c3ccc(F)cc3)cn12)NCc1ccccc1 | 3% | -5% | ? |
| COc1ccc(OC)c(-n2cnc3cc(C(=O)NC4CCCC4)ccc32)c1 | -5% | 1% | -6%[46 µM] |
| COc1cccc(NS(=O)(=O)c2ccc(-c3cc(C)no3)s2)c1 | 3% | 2% | ? |
| O=C1CS(=O)(=O)C2(C(=O)Nc3ccccc32)N1c1cccc(Cl)c1 (stereo unspecified) | 6% | 2% | -7%[46 µM] |
| CCOc1ccc(NS(=O)(=O)c2ccc3c(c2)CCCN3C(=O)C2CCC2)cc1 | 0% | -1% | 10%[46 µM] |
| Cc1nc2nc(C(F)(F)F)[nH]n2c(=O)c1Cc1ccccc1 | 5% | -4% | 13%[46 µM] |
| Cc1cccc2sc(N(CCCN(C)C)C(=O)COc3ccccc3)nc12 | 3% | ? | -13%[46 µM] |
| COc1ccc(N2CC(NC(=O)C3CC3)CC2=O)cc1 (stereo unspecified) | -1% | -1% | ? |
| COc1ccc(OC)c(NC(=O)CCn2cccn2)c1 | -6% | 0% | ? |
| CCc1ccc(C2=CC(c3c(F)cccc3Cl)n3c(nc4ccccc43)N2)cc1 (stereo unspecified) | 1% | -11% | -1%[46 µM] |
| COc1ccc(-c2nc(SCC(=O)N3CCN(c4ccc(F)cc4)CC3)n[nH]2)cc1 | -1% | -3% | ? |
| NC(=O)C1CCN(C(=O)Cn2c(-c3cccs3)cc3ccccc32)CC1 | 1% | 7% | 5%[46 µM] |

More results follow.
| mol | TRb SRC2 PPI | TexasRed fluor | Lamin A splicing |
| --- | --- | --- | --- |
| CCOC(=O)c1ccc(CN(Cc2ccc(OC)cc2)S(=O)(=O)c2cccc(C(F)(F)F)c2)cc1 | 7% | -3% | -12%[46 µM] |
| CCN(C(=O)CSc1nnc(-c2cc3occc3n2C)n1-c1ccccc1C)c1cccc(C)c1 | 3% | -7% | -6%[46 µM] |
| CCCC1=Nc2cc(C(=O)NC3CCCCC3)ccc2Sc2ccc(C)cc21 | 9% | -3% | ? |
| CC1CCc2nc3ncn(Cc4ccccc4C#N)c(=O)c3cc2C1 (stereo unspecified) | 9% | -1% | 18%[46 µM] |
| CCN(c1cccc(C)c1)S(=O)(=O)c1ccc2[nH]cc(C(=O)NCCCOC)c(=O)c2c1 | -1% | -8% | 5%[46 µM] |
| CCN(Cc1ccccc1)c1ncnc2c1nnn2C | -5% | -2% | 11%[46 µM] |
| CCc1ccc(CNC(=O)c2cc3c(=O)n(Cc4cccs4)ccc3nc2C)cc1 | -1% | 4% | 2%[46 µM] |
| Cc1cc(C)cc(NC(=O)CCCc2nc(-c3ccco3)no2)c1 | -6% | ? | 22%[46 µM] |
| COc1ccccc1OCc1nc2ccccc2n1Cc1ccccc1 | 6% | 5% | 29%[46 µM] |
| CC1=C(c2ccc(F)cc2)S(=O)(=O)N=C1N1CCC(C(=O)NCCc2cccc(C)c2)CC1 | 0% | 2% | -1%[46 µM] |
| O=C(NCc1cccc(Cl)c1)c1cnc(N2CCOCC2)c2ccccc12 | -2% | -1% | 6%[46 µM] |
| CC(C)(C)OC(=O)N1CCC(c2c(C(=O)N3CCCCC3)cnn2-c2ccc(F)cc2)CC1 | 0% | -11% | 5%[46 µM] |

(next part)
| mol | TRb SRC2 PPI | TexasRed fluor | Lamin A splicing |
| --- | --- | --- | --- |
| Cc1cc(NC(=O)CSc2nc3c([nH]c4ccccc43)c(=O)n2-c2cccc(Cl)c2)no1 | 2% | -17% | ? |
| COc1ccc(OC)c(C(=O)CN2C(=O)N(c3ccc(C)cc3)S(=O)(=O)c3ccccc32)c1 | -3% | -2% | ? |
| CCc1ccc(S(=O)(=O)Nc2cccc(-c3ccc(N4CCCCC4)nn3)c2)s1 | 6% | -2% | 0%[46 µM] |
| COc1cccc(Cn2c(=O)n(-c3cccc(Cl)c3C)c(=O)c3c4c(sc32)CN(C(C)=O)CC4)c1 | 5% | -6% | -9%[46 µM] |
| CCOC(=O)c1c(S(=O)(=O)NCC(=O)N(C)Cc2ccccc2)c(C)n(C)c1C | -1% | -1% | -24%[46 µM] |
| COc1ccc(Cl)cc1Nc1sc(C(=O)c2ccccc2)c(N)c1C(=O)Nc1ccccc1 | 6% | -3% | ? |
| Cc1cccc(-c2nc3scc(CCNS(=O)(=O)c4ccc(F)c(C(F)(F)F)c4)n3n2)c1 | -5% | 1% | 11%[46 µM] |
| CCN(CC)C(=O)c1sc2c(c1C)c(=O)n(Cc1ccccc1)c(=O)n2Cc1c(C)cc(C)cc1C | 5% | 1% | ? |
| Cc1ccc(N2C(=O)N(CC(=O)C(C)(C)C)c3ccccc3S2(=O)=O)cc1C | -8% | ? | 5%[46 µM] |
| COc1ccc(N2CC(NC(=O)c3cc4ccccc4o3)CC2=O)cc1OC (stereo unspecified) | -6% | 0% | 15%[46 µM] |
| CCOc1ccc(-c2nonc2NC(=O)c2oc3cc(Br)ccc3c2C)cc1 | -3% | ? | ? |
| CCOc1ccccc1NC(=O)CSc1nccn1-c1ccc(Cl)cc1 | 1% | -2% | ? |

Part of the list above, reduced to TexasRed fluor.
SMILES	TexasRed fluor
Cc1cc(NC(=O)CSc2nc3c([nH]c4ccccc43)c(=O)n2-c2cccc(Cl)c2)no1	-17%
COc1ccc(Cl)cc1Nc1sc(C(=O)c2ccccc2)c(N)c1C(=O)Nc1ccccc1	-3%

The main list resumes, repeating the 6 entries before the break.
| mol | TRb SRC2 PPI | TexasRed fluor | Lamin A splicing |
| --- | --- | --- | --- |
| Cc1cccc(-c2nc3scc(CCNS(=O)(=O)c4ccc(F)c(C(F)(F)F)c4)n3n2)c1 | -5% | 1% | 11%[46 µM] |
| CCN(CC)C(=O)c1sc2c(c1C)c(=O)n(Cc1ccccc1)c(=O)n2Cc1c(C)cc(C)cc1C | 5% | 1% | ? |
| Cc1ccc(N2C(=O)N(CC(=O)C(C)(C)C)c3ccccc3S2(=O)=O)cc1C | -8% | ? | 5%[46 µM] |
| COc1ccc(N2CC(NC(=O)c3cc4ccccc4o3)CC2=O)cc1OC (stereo unspecified) | -6% | 0% | 15%[46 µM] |
| CCOc1ccc(-c2nonc2NC(=O)c2oc3cc(Br)ccc3c2C)cc1 | -3% | ? | ? |
| CCOc1ccccc1NC(=O)CSc1nccn1-c1ccc(Cl)cc1 | 1% | -2% | ? |
| COc1ccc(CCNc2ncnc3onc(C)c23)c(OC)c1 | 2% | 5% | -5%[46 µM] |
| COc1ccc(CCNC(=O)c2ccc(-n3c(C)cc4c3CCC(C)C4)cc2)cc1OC (stereo unspecified) | 5% | -14% | ? |
| CCOC(=O)c1ccccc1NC(=O)CSc1nccn1Cc1ccco1 | -6% | -6% | 20%[46 µM] |
| Cc1ccc(NC(=O)c2nc(S(C)(=O)=O)ncc2N(Cc2cccc(F)c2)Cc2ccco2)cc1C | 4% | -10% | 3%[46 µM] |
| CCN(Cc1ccccc1)C(=O)Cn1c(=O)n(-c2ccc(Cl)cc2)c(=O)c2c(C)c(C(=O)N(C)C)sc21 | 0% | -3% | 4%[46 µM] |
| Cc1ccc2c(=O)c(C(=O)c3ccccc3)cn(CC(=O)NCc3ccccc3)c2n1 | 7% | -3% | 2%[46 µM] |
| O=C(Nc1ccc(OCc2cc(=O)n3ccccc3n2)cc1)c1ccccc1Cl | -2% | -2% | 2%[46 µM] |
| Cc1nn2c(=O)cc(COC(=O)COc3ccc(F)cc3)nc2s1 | -4% | -2% | 14%[46 µM] |
| CCN(C(=O)Cn1c(SCC(=O)NCc2ccccc2)nc2ccccc21)c1cccc(C)c1 | -8% | -2% | 5%[46 µM] |
| O=C(CSC1=Nc2ccccc2C2=NC(Cc3ccccc3)C(=O)N12)Nc1ccccc1 (stereo unspecified) | 4% | -3% | -1%[46 µM] |
| COc1ccc(CNC(=O)c2cnc3sc(N4CCCC4)nn3c2=O)c(OC)c1 | -1% | 1% | -5%[46 µM] |
| CC(C)CCn1c(SCc2cccc(F)c2)nc2ccsc2c1=O | 2% | 2% | ? |

The results go on:
| mol | TRb SRC2 PPI | TexasRed fluor | Lamin A splicing |
| --- | --- | --- | --- |
| O=C(c1cnc(N2CCCCC2)c2ccccc12)N1CCN(c2ccc(F)cc2)CC1 | 3% | 2% | ? |
| Cc1ccccc1CN1CCC(CNC(=O)c2c(C)oc3ncnc(N4CCCCC4)c23)CC1 | -3% | -2% | 6%[46 µM] |
| CC(=O)Nc1ccc2nc(SCCOc3ccccc3Cl)sc2c1 | 5% | 5% | ? |
| CC(=O)CSc1nc(-c2ccccc2)[nH]c1S(=O)(=O)c1ccc(C)cc1 | 2% | 5% | 18%[46 µM] |
| COc1ccc(N2CCN(CCCNC(=O)C3COc4ccccc4C3)CC2)cc1 (stereo unspecified) | 5% | 2% | ? |
| CC(=O)c1ccc(NS(=O)(=O)c2cc3[nH]c(=O)c(=O)[nH]c3cc2C)cc1 | 2% | 6% | 13%[46 µM] |
| Cc1ccc(C)c(NC(=O)C(Cc2ccccc2)N2Cc3ccccc3C2=O)c1 (stereo unspecified) | -21% | 126µM*[quencher] | -18%[46 µM] |
| CCc1ccc(NC(=O)CSC2=Nc3ccccc3C3=NC(CC(=O)NCc4cccs4)C(=O)N23)cc1 (stereo unspecified) | 5% | -2% | 9%[46 µM] |
| CCNC(=O)c1ccc(NC(=O)N2CCCCc3ccccc32)cc1 | -4% | 1% | 3%[46 µM] |
| Cn1nc(C(=O)N2CCN(c3ccccc3)CC2)c2c1-c1ccccc1S(=O)(=O)C2 | -1% | 7% | 4%[46 µM] |
| O=C(NC1CC(=O)N(c2ccccc2)C1)c1ccco1 (stereo unspecified) | -7% | 0% | 0%[46 µM] |
| COc1ccccc1Cc1nc2ccccc2nc1SCC(=O)Nc1cc(Cl)ccc1OC | -2% | -3% | 3%[46 µM] |

Following part.
| mol | TRb SRC2 PPI | TexasRed fluor | Lamin A splicing |
| --- | --- | --- | --- |
| COC(=O)c1scc(-c2ccc(C)cc2)c1S(=O)(=O)Nc1cccc(C(F)(F)F)c1 | -3% | -4% | 2%[46 µM] |
| CCOc1ccc(-n2cc(-c3ccccc3)c3c(NCc4ccc(F)cc4)ncnc32)cc1 | 2% | -1% | -11%[46 µM] |
| CCN(CC)CCCNC(=O)CSc1nc(-c2ccc(OC)cc2)cc(C(F)(F)F)n1 | 3% | -3% | 4%[46 µM] |
| CC(C)CN(CCNC(=O)CCN1N=C(c2ccccc2)CCC1=O)CC(C)C | -6% | -5% | -4%[46 µM] |
| COc1ccccc1C(=O)Nc1ccc(-c2nc3ccccc3s2)c(C)c1 | -6% | 5% | -11%[46 µM] |
| O=S(=O)(Nc1ccc(OC(F)(F)F)cc1)c1ccc(N2CCCCS2(=O)=O)cc1 | 0% | -3% | 5%[46 µM] |
| Cc1nn2c(=O)cc(COC(=O)c3ccc(NC(=O)C4CCCCC4)cc3)nc2s1 | -11% | -2% | 11%[46 µM] |
| Cc1ccc2scc(N3CCCC(C)C3)c(=O)c2c1 (stereo unspecified) | 7% | -4% | 7%[46 µM] |
| CC(=O)c1ccc(NC(=O)CN(C)S(=O)(=O)c2cc3c(cc2C)NC(=O)CO3)cc1 | 0% | 3% | 2%[46 µM] |
